# Source: PubChem BioAssay (several laboratories)
# FLuc inhib CS – Photinus pyralis luciferase inhibition counter-screen. AID 1006. inhibition, % at 10 µM. actives 1.5% (n = 200,000). ATPLite firefly luciferase biochemical luminescence, 10 min;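 active means inhibition above about 50% when tested at 10 µM, limit read from the data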
# Target sequence (P08659 whole entry, looked up): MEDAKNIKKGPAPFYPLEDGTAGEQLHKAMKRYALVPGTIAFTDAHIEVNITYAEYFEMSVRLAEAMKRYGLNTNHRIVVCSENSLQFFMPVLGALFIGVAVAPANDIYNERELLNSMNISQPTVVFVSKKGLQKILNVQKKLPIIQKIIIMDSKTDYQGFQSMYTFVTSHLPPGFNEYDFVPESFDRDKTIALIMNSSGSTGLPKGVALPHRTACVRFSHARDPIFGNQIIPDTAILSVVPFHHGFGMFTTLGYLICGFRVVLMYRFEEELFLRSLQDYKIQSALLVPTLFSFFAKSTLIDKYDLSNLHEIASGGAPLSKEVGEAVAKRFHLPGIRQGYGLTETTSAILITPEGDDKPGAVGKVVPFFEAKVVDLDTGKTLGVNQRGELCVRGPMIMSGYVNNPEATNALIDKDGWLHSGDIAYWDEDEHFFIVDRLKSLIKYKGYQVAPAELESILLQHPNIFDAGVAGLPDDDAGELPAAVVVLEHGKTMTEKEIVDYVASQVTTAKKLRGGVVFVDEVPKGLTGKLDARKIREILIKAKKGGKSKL
# APP 5'UTR act – activates APP 5'UTR luciferase reporter. SH-SY5Y APP 5'UTR luciferase reporter, luminescence; zero percent = DMSO vehicle wells. activation, % at 2 µM. actives 1% (n = 190,000). AID 1276;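 active means activation above a set limit, based on mean plus 3 SD of controls, cut at about 140% in these data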; further: values of inactives mirror those of a sister screen read the other way
# NF-kB expr up – NF-kB expression increase, human neuronal cells; NF-kB reporter expression; hits give high values; actives 1.6% (n = 190,000); AID 1239; fold change at 12.5 µM; in the data active means fold change above about 3.3
# ROMK mod – modulators of human ROMK potassium channel; P48048; Tet-inducible ROMK, thallium flux fluorescence; actives lie on both sides; B-score at 10 µM; actives 2% (n = 130,000);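 active means signal ratio slope over the read window, or its plate-corrected B-score, at least 3 SD from the plate mean, either direction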;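 further: B-score of the F/F0 ratio slope over 7 to 12 s after thallium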
# Target sequence (P48048 whole entry, looked up): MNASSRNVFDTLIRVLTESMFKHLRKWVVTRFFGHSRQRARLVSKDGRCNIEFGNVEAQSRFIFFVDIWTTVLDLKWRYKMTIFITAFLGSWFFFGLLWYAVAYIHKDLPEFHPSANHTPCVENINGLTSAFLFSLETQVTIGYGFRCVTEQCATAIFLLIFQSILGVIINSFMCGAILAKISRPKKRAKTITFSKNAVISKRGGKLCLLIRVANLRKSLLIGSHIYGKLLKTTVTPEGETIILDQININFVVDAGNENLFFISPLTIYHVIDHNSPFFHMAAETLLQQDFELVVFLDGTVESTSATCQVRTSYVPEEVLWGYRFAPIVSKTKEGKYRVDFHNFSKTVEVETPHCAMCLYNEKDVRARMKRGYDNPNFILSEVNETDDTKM
# STAT3 blocker – STAT3 signaling inhibition | inhibition, % at 5.5 µM | actives 0.89% (n = 190,000) | U3A cells, IL-6 STAT3-luciferase reporter, luminescence; host cell line lacks STAT1;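 active means inhibition above the mean inhibition across all screened compounds plus 3 SD, cut at about 44% in these data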;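 further: 0% = DMSO only wells and 100% = 100 µM nifuroxazide control wells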
# STAT1 inh – inhibitors of IFN-gamma induced STAT1 signaling; inhibition, % at 5.5 µM; NIH 3T3 STAT1-luciferase reporter, luminescence; actives 0.35% (n = 200,000);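 active means inhibition above a set limit, the mean inhibition across all tested compounds plus 3 SD, cut at about 34% in these data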;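 further: 0% = IFN-gamma with DMSO and 100% = IFN-gamma with 300 µM nifuroxazide; values of inactives mirror those of a sister screen read the other way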
# STAT1 act – activators of IFN-gamma induced STAT1 signaling. activation (% of control), % at 5.5 µM. AID 932. NIH 3T3 STAT1-luciferase reporter, luminescence; 100% = IFN-gamma alone, no compound. actives 2.6% (n = 200,000);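 active means activation above the screen-wide mean activation plus 3 SD, cut at about 130% in these data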;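 further: raw ratio to IFN-gamma control signal so 100% means no change and 0% no light; values of inactives mirror those of a sister screen read the other way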
# STAT3 act – activators of IL-6 induced STAT3 signaling; U3A cells, IL-6 STAT3-luciferase reporter, luminescence; 100% = signal with IL-6 EC80 alone; activation (% of control), % at 5.6 µM; actives 0.91% (n = 190,000);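 active means activation above the screen-wide mean of compound activation plus 3 SD, cut at about 130% in these data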;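 further: 0% = background luminescence of wells with medium and substrate only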
#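 Assay system – human STAT1-deficient U3A cells with stable STAT3-luciferase reporter · Also added – IL-6 (33 ng/mL) · Schedule – compound 1 h, then IL-6 6 h at 37 °C · Technique – reporter luminescence signal · Evaluation – % activation versus median of IL-6-stimulated wells · Benchmarks – IL-6-only wells as 100% reference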
# FLuc act counter – affects firefly luciferase, flagging false hits in luciferase stimulation screens. AID 1027. ATPlite luciferase biochemical, luminescence, 10 min; 0 = ATP-free wells, 1 = DMSO control. 200,000 tested, under 10 active. P08659. activation factor at 10 µM;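 active means luciferase activation factor, scaled between plate controls, of at least 2 with compound at 10 µM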
#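 Material: Luciferase/luciferin reagent mix; Doses: test compounds dosed from 2 mM stocks in 100% DMSO; Schedule: 10 min incubation after luciferase reagent addition, room temperature; Measured by: luminescence from luciferase reaction; Read-out: luminescence gain marking luciferase activators.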
# APP 5UTR inh – APP translation inhibition | inhibition, % at 2 µM | actives 0.82% (n = 190,000) | SH-SY5Y APP 5'UTR-luciferase reporter, luminescence;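 active means inhibition above a set limit, derived from the sample mean plus 3 SD, cut at about 45% in these data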; further: values of inactives mirror those of a sister screen read the other way
# * = called active by the depositor; x = not tested or not shown.
SMILES,FLuc inhib CS,APP 5'UTR act,NF-kB expr up,ROMK mod,STAT3 blocker,STAT1 inh,STAT1 act,STAT3 act,FLuc act counter,APP 5UTR inh
CCCCCn1c(N)c(-c2nc3ccccc3o2)c2c([N+](=O)[O-])nn(CC)c(=O)c21,-5,32,0.93,x,11,-16,115,88,1.1,-32
CCOC(=O)CSc1ccc(S(=O)(=O)N(C)C2CCCCC2)cc1[N+](=O)[O-],-4,10,1.1,-0.57,4,0,100,102,1,-10
O=C(Nc1ccccc1[N+](=O)[O-])C1(c2ccccc2)CCOCC1,-1,-6,1,0.0018,-9,5,96,110,1,6
Cc1ccc(Nc2nc(CSc3nnc(-c4ccncc4)n3-c3ccccc3C)cs2)cc1,4,9,0.59,-0.64,-7,5,95,110,1,-9
Cc1ccc(NC2Nc3cc(C)nn3S2)c(C)c1 (configuration not stated),20,62,2.7,0.46,21,-48,142*,89,0.8,-62
CCOc1ccc(C(C)NC(=S)NCc2ccc(Cl)cc2)cc1 (configuration not stated),-5,7,1.7,0.45,6,-6,106,103,1.1,-7
Cc1ccc(C)c(N2CCN(C(=O)c3ccc(Cn4c(=O)[nH]c5ccccc5c4=O)cc3)CC2)c1,-10,9,0.75,0.041,2,-9,108,102,1.1,-9
Cc1ccc(C(=O)Nc2c(C(=O)NCc3ccco3)cnn2-c2ccccc2)cc1,-2,-6,0.81,x,3,-1,101,102,1,6
Cc1csc(NC(=O)/C=C/c2ccc3c(c2)OCO3)n1,77*,110,1.3,0.63,88*,44*,59,28,0.2,-110
CCCCOC(=O)Nc1nnc(CC)s1,2,1,2,0.31,-13,-26,124,112,1,-1
Cc1ccc(Nc2nc3ccccc3o2)cc1F,14,136*,2.6,0.0062,-10,-35,133*,106,0.9,-136
Cc1c(NC(=O)c2ccc(Br)o2)cccc1C(=O)O,-6,25,1.4,-0.45,-16,-10,110,121,1.1,-25
Cc1ccc(CCNC(=O)NC(C)(C)C)cc1,-4,24,2,x,-11,-29,126,111,1,-24
CC(C)CCn1c(SCc2ccc(Cl)cc2)nc2c1c(=O)[nH]c(=O)n2C,-6,-23,0.66,x,3,-5,104,102,1.1,23
Cc1ccc(C)c(N2CCN(S(=O)(=O)c3cccc4cccnc34)CC2)c1,-9,-3,0.95,-0.027,6,-6,104,105,1.1,3
CCOc1cc2c(cc1OCC)C(C(=O)O)C(c1cc(OC)c(OC)c(OC)c1)N(C)C2=O (configuration not stated),-1,-12,1.2,0.26,14,-4,104,94,1,12
CC1(C)CC(=O)C2=C(C1)N(CCN1CCOCC1)C1=C(C(=O)CC(C)(C)C1)C2c1ccc(Cl)c([N+](=O)[O-])c1,-6,9,0.99,-1.4,-1,-1,99,102,1.1,-9
Cn1c(=O)[nH]c2sc3c(c2c1=O)CC(C)(C)OC3,-6,-13,1.4,0.05,2,-9,108,104,1.1,13
O=C(CNCc1ccc(Cl)cc1)Nc1cccc(C(=O)O)c1,2,12,1.1,x,2,-2,101,101,1,-12
COc1ccc(Br)cc1C(=O)Nc1cccc(C)c1,-4,15,1.1,0.034,-67,2,98,157*,1,-15
CCC(C)[C@H](NC(=O)N1CCN(C)CC1)C(=O)OC (some centres not stated),-4,-8,1.1,x,6,1,99,97,1,8
COC(=O)c1ccc(NC(=O)Nc2ccc(OC)cc2)cc1,3,24,1.5,-0.4,25,-15,114,85,1,-24
COc1ccccc1-c1cn[nH]c(=S)n1,-5,1,1.2,x,0,-10,110,104,1,-1
C=CCc1ccc(OCCCN2CCCC(C)C2)c(OC)c1 (configuration not stated),-4,6,1.1,-0.018,3,-3,103,103,1,-6
CC1(C)CC(NC(=O)Nc2ccc([N+](=O)[O-])cc2)CC(C)(C)N1,-10,3,1.2,1.7,5,3,97,100,1.1,-2

# (continued)
SMILES,FLuc inhib CS,APP 5'UTR act,NF-kB expr up,ROMK mod,STAT3 blocker,STAT1 inh,STAT1 act,STAT3 act,FLuc act counter,APP 5UTR inh
CCOc1ccc2[nH]c(=O)c(C(c3nnnn3C3CCCCC3)N3CCN(CC)CC3)cc2c1 (configuration not stated),-3,-9,0.97,x,-2,1,99,106,1,9
O=C(CN1CCN(c2ccc(F)cc2)CC1)N1N=CCC1c1ccccc1 (configuration not stated),-4,4,1.1,x,10,7,94,96,1,-4
COc1cccc(NC(=S)N(CCc2c(C)[nH]c3ccccc23)Cc2ccco2)c1,-14,-2,0.43,0.84,-2,0,100,101,1.1,2
CC1(C)CC(=O)C2=C(C1)Nc1[nH]c(=S)[nH]c(=O)c1C2c1ccccc1 (configuration not stated),4,8,1.1,x,9,1,99,93,1,-8
O=C(OC1CCCCC1=O)c1cc(Cl)ccc1[N+](=O)[O-] (configuration not stated),-7,9,1.2,-0.28,-3,6,95,102,1.1,-10
O=C(CSc1ncnc2c1cnn2Cc1ccccc1)Nc1ccc2c(c1)OCCO2,-8,4,1.2,x,5,-3,102,99,1.1,-4
Cc1ccsc1/C=C1\SC(N2CCOCC2)=NC1=O,36,47,1.7,x,-4,-30,127,103,0.6,-47
CC(=O)Nc1ccc(S(=O)(=O)Nc2nc3ccccc3nc2N2CCCC2)cc1,-5,-13,1.2,0.14,11,-2,102,94,1,12
O=C(CNC(=O)c1ccccc1)Nc1ccsc1C(=O)O,2,3,x,x,0,0,98,104,1,-3
COc1ccc2c(CC(=O)Nc3ccc(OC)c(S(=O)(=O)N4CCOCC4)c3)coc2c1,22,-10,1.2,0.15,-9,0,100,108,0.8,10
COc1cccc(C2C(C#N)=C(N)Oc3c2oc(CO)cc3=O)c1 (configuration not stated),-1,-10,1.2,0.22,8,6,93,97,1,10
CCOc1ccccc1NC(=O)Cc1c(F)cccc1Cl,-4,-3,1.1,-0.27,9,10,91,95,1,3
COC(=O)CSc1nnc(-c2cccnc2)n1C,-3,-4,1,-0.037,3,-10,110,102,1,4
Cc1ccc(NC(=O)CSc2nnc(-c3ccncc3)o2)cc1,-2,9,1.1,x,-4,-5,104,106,1,-8
Cc1noc(C)c1S(=O)(=O)N1CCCC(C(=O)N2CCC(C)CC2)C1 (configuration not stated),-10,-9,1.1,x,7,-2,102,103,1.1,9
O=C1c2ccccc2C(=O)N1n1c(=O)[nH]c2ccccc2c1=O,0,6,1.1,x,2,1,97,102,1,-6
Cc1ccc(NC(=O)c2ccccc2)cc1OC(=O)c1ccccc1,-4,33,1.7,x,12,-5,104,92,1,-33
Cc1ccc(N(CC(=O)NC2CCCCCC2)S(=O)(=O)c2c(C)nn(C)c2C)cc1,-5,-6,0.98,x,1,1,99,105,1,6
CCN1CCN(P2(=O)C=C(c3ccccc3)OC(c3ccccc3)=C2)CC1,-6,0,0.91,-1.6,-1,-4,104,102,1.1,0
Cc1ccc(C2CN=NC23CCc2ccccc2C3=O)cc1 (configuration not stated),5,43,0.89,0.91,-11,-7,107,113,0.9,-43
CN1CCN(Cc2nc3ccccc3c(=O)n2Cc2nc(-c3ccc([N+](=O)[O-])cc3)cs2)CC1,-6,-2,1.9,x,4,11,90,96,1.1,2
c1ccc2c(c1)[nH]c1c(N3CCOCC3)ncnc12,-8,4,0.69,x,-41,21,81,140*,1.1,-4
CC(C)(C)c1ccc(S(=O)(=O)NCCc2ccncc2)cc1,-3,27,1.1,-1.2,1,7,94,103,1,-27
OC(COc1ccc2c(c1)OCO2)CN1CCc2ccccc2C1 (configuration not stated),-7,-5,1.1,x,-1,-2,102,106,1.1,5
Cc1ccc(C)c(NC(=S)NNC(=O)c2csc(C)c2)c1,0,-12,1,0.48,20,3,98,83,1,12

# Remaining list, next part
SMILES,FLuc inhib CS,APP 5'UTR act,NF-kB expr up,ROMK mod,STAT3 blocker,STAT1 inh,STAT1 act,STAT3 act,FLuc act counter,APP 5UTR inh
COc1ccc(C(Nc2ccc(S(=O)(=O)NCC3CCCO3)cc2)C(=O)NC(C)(C)C)cc1OC (configuration not stated),-6,-15,1.2,0.94,3,-8,106,104,1.1,15
O=C(COC(=O)c1ccccc1Cl)NCCC1=CCCCC1,-1,29,1.1,-2.1,4,-5,104,98,1,-29
CC(C)c1ccc(C(=O)CSc2ncn[nH]2)cc1,31,67,1.6,x,8,-4,103,98,0.7,-67
CCN1CCCC1CNC(=O)c1ccc(N2CCCC2=O)cc1 (configuration not stated),-6,1,1.1,x,8,3,98,96,1.1,-1
Cc1cccc(NC(=O)CCc2c(C)nc3ncnn3c2C)n1,-5,-16,1.1,-2.3,2,4,99,99,1.1,16
NNc1nc(-c2ccccc2)cc(-c2ccccc2O)n1,-3,-1,0.54,x,24,10,91,82,1,1
O=C1CCC(C(=O)NCc2cccnc2)N1 (configuration not stated),-3,-4,0.96,0.78,5,10,93,97,1,4
COc1ccc(-c2coc3c(CN4CCCCC4)c(O)c(CN4CCCCC4)c(O)c3c2=O)cc1,-2,14,1.4,x,9,7,94,98,1,-14
CC(C)=CC(=O)OCC(=O)Nc1ccccc1Cl,-1,-7,1.5,x,2,-4,104,103,1,7
Cc1ccc2c(NC(=O)C3CC3)cccc2n1,-8,8,1.2,x,5,4,96,99,1.1,-8
COC(=O)Cc1ccc(NC(=S)NCCCO)cc1,-6,-16,1.1,x,7,-6,106,100,1.1,16
O=S(=O)(c1ccc(Cl)nc1)N(Cc1ccccc1)Cc1ccccc1,-9,1,1.2,x,-7,11,90,102,1.1,-2
Cc1ccc(NC(=O)COc2ccc(CCO)cc2-n2nc3ccccc3n2)cc1C,-7,-7,1,-0.56,-11,1,99,110,1.1,7
CC(CCc1ccccc1)NC(=O)COc1ccc(S(=O)(=O)N2CCOCC2)cc1[N+](=O)[O-] (configuration not stated),-3,6,0.8,-0.66,-8,3,98,110,1,-6
Cc1nnc(SCCn2c(N3CCC(C)CC3)nc3c2c(=O)n(C)c(=O)n3C)s1,x,-9,x,x,0,-5,105,103,x,9
O=C(NCCc1ccccc1)c1ccc(-c2ccccc2C(F)(F)F)o1,-2,11,1.1,-1.1,-3,2,98,100,1,-11
CCc1nnc(NC(=O)CC(CN(C)S(=O)(=O)c2ccccc2)c2ccccc2)s1 (configuration not stated),-2,0,0.63,x,0,16,86,104,1,0

# Compound profiles, as listed above.
# `Cc1ccc(NC(=O)COc2ccc(CCO)cc2-n2nc3ccccc3n2)cc1C` is listed with FLuc inhib CS = -7; APP 5'UTR act = -7; NF-kB expr up = 1; ROMK mod = -0.56; STAT3 blocker = -11; STAT1 inh = 1; STAT1 act = 99; STAT3 act = 110; FLuc act counter = 1.1; APP 5UTR inh = 7
# `CC(C)=CC(=O)OCC(=O)Nc1ccccc1Cl` is listed with FLuc inhib CS = -1; APP 5'UTR act = -7; NF-kB expr up = 1.5; ROMK mod = x; STAT3 blocker = 2; STAT1 inh = -4; STAT1 act = 104; STAT3 act = 103; FLuc act counter = 1; APP 5UTR inh = 7
